High-throughput results: PubChem, several laboratories
Yp Topo-I inh: blocks Yersinia pestis topoisomerase I activity; Y. pestis Topo-I cleavage product accumulation, plate reader; hit rate 0.064% among 360,000; activity, % at 10 µM; in the data active means activity above about 50%, passing the limit was not always enough; inconclusive means no clear call, values can overlap the other calls; further: inactives centre near 2
TcdB inh: blocks C. difficile toxin B glycohydrolase activity | P18177 | TcdB glycohydrolase enzymatic assay, plate reader | hit rate 0.24% among 350,000 | inhibition, % at 9.99 µM; in the data active means inhibition above about 10%
FadD28 FP inh: inhibitors of Mycobacterium tuberculosis FadD28 bisubstrate binding; FadD28 bisubstrate probe binding, fluorescence polarization; inhibition, % at 12.5 µM; hit rate 0.22% among 360,000; AID 588549; in the data active means inhibition above about 8.5%, passing the limit was not always enough; inconclusive means no clear call, values can overlap the other calls
BoNT F protease: BoNT F light chain protease inhibition. Multiplex microsphere protease cleavage assay, flow cytometry. inhibition, % at 10 µM. hit rate 0.22% among 360,000; in the data active means inhibition above about 35%, passing the limit was not always enough; inconclusive means no clear call, values can overlap the other calls; further: plate controls were buffer without enzyme for full effect and enzyme alone for no effect
PrPC TRFRET: inhibitors of human cell surface prion protein PrPC | TR-FRET read-out | inhibition, % at 13.8 µM | hit rate 0.43% among 370,000; in the data active means inhibition above about 24%; further: 0% = median of the test wells and 100% = reference compound wells
Anthrax LF prot: inhibitors of Bacillus anthracis lethal factor protease. P15917. multiplex microsphere protease cleavage assay, LF. inhibition, % at 10 µM. hit rate 0.12% among 360,000; further: plate controls were buffer without enzyme for full effect and enzyme alone for no effect
Target sequence (P15917 whole entry, looked up): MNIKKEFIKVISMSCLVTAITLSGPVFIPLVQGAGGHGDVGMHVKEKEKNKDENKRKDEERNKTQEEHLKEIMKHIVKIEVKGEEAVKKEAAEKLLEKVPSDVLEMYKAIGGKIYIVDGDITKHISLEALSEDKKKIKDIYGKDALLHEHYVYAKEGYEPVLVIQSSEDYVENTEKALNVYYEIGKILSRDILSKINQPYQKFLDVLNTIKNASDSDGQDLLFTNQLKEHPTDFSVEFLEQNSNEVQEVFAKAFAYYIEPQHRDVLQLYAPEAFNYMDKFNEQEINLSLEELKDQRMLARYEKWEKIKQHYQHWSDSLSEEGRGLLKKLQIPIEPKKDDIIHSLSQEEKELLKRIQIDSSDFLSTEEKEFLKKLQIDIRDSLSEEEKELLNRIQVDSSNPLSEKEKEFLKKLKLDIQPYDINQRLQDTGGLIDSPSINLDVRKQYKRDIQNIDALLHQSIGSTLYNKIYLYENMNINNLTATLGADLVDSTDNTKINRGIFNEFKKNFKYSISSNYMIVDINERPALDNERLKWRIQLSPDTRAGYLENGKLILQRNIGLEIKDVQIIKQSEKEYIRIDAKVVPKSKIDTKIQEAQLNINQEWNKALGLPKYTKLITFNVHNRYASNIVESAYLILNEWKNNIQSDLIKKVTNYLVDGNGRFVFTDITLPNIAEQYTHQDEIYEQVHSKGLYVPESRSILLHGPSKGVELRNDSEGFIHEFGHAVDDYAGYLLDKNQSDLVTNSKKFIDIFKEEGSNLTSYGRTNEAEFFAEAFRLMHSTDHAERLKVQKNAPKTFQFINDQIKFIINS
CCHF vOTU inh: CCHFV vOTU protease inhibition; Pep-AMC fluorescence; inhibition, % at 11.5 µM; hit rate 0.55% among 370,000; AID 651958; in the data active means inhibition above about 30%; further: 0% = vehicle wells with enzyme and 100% = no enzyme wells
BoNT A protease: BoNT A light chain protease inhibition; multiplex microsphere protease substrate cleavage, flow cytometry; inhibition, % at 10 µM; hit rate 0.17% among 360,000; further: plate controls were buffer without enzyme for full effect and enzyme alone for no effect
PfHsp40 rescue: rescue of PfHsp40-mediated yeast toxicity | S. cerevisiae expressing PfHsp40, growth rescue, ATP luminescence | growth rescue, % at 12.5 µM | hit rate 0.68% among 340,000 | AID 504582; in the data active means growth rescue above about 28%, passing the limit was not always enough; inconclusive means no clear call, values can overlap the other calls;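 further: yeast W303a lacking pdr1 and pdr3 grown in galactose medium; growth measured after three days at 30 °C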
* hit, by the source's call; ? = inconclusive; . = no result given. Unless noted, no stated cut-off is given here; in the data, active means inhibition above about 30%; inconclusive means no clear call, values can overlap the other calls; inactive means below that.

SMILES	Yp Topo-I inh	TcdB inh	FadD28 FP inh	BoNT F protease	PrPC TRFRET	Anthrax LF prot	CCHF vOTU inh	BoNT A protease	PfHsp40 rescue
Cc1nnc2sc(SCC(=O)N3CCc4ccccc43)nn2c1=O	3	2.1	-3.0	4	11	-4	-13	-0.3	-0.2
CN(C)N=Nc1ccc(S(=O)(=O)NC(Cc2ccccc2)C(=O)O)cc1 (configuration not stated)	4	0.2	0.6	9	-7	-11	-3	-1.7	-2.2
CN(C)c1ccnc2sc3c(NCC(O)CO)ncnc3c12 (configuration not stated)	-2	0.7	0.0	-1	0	-1	-1	0.0	-1.0
O=C(O)c1ccc(/C=N/NC(=O)c2cc(-c3ccc4c5c(cccc35)CC4)n[nH]2)cc1	-10	0.6	-2.6	-2	-4	-4	11	-0.6	-1.2
O=C(Nc1ccc(O)c(-c2nc3ccccc3o2)c1)C1(c2ccccc2)CCCC1	-8	1.1	-1.9	0	.	-8	.	?	-0.4
CCc1ccccc1NC(=O)Cn1nc(C(F)(F)F)cc1C1CC1	6	1.7	-0.1	-1	-5	-2	-2	?	1.5
COC(=O)c1cc(OC)c(OC)cc1N	8	.	-0.6	6	1	1	11	0.5	-0.2
CC(=O)c1c(C)[nH]c(C(=O)OCC(=O)Nc2ccc([N+](=O)[O-])cc2Cl)c1C	-12	-0.5	-1.4	1	4	0	-4	-0.7	-1.3
COc1ccc(C2=NCCn3c2c2ccc(C(F)(F)F)cc2[n+]3[O-])cc1	15	0.2	0.0	-7	-10	-8	-1	-0.3	-0.4
Clc1ccc(C2=CSC3=NCCN23)cc1Cl	-12	.	-3.5	-18	-11	-8	12	-0.1	0.6
Cc1cccc(S(=O)(=O)NC(=O)C2(C)CCN2C(=O)Cc2cccs2)c1 (configuration not stated)	-2	0.9	-19	-4	-3	-5	5	0.1	.
O=C(CSCc1c(F)cccc1F)Nc1ccccc1	-1	3.5	-3.1	-14	11	-17	-3	-5.0	0.7
CCC1CCC/C1=N\NC(=O)c1ccccc1Cl (configuration not stated)	-4	2.0	-0.8	-12	7	-3	-14	0.5	.
O=C(CSc1ccccc1)Nc1ccccc1N1CCOCC1	24	.	-0.4	10	1	-1	11	0.0	-1.2
O=C(Nc1ccc(Cl)cc1)c1csc(COCCO)n1	1	1.0	-1.6	-1	15	6	-1	-0.6	.
CCOc1ccc(NC(=O)CSc2ccccc2N)cc1	-12	2.1	-0.4	5	18	1	3	0.7	1.9
Cc1cc(C(=O)CN2C(=O)C(=O)N(CCC3=CCCCC3)C2=O)c(C)n1C	-4	1.5	.	-4	2	2	3	0.7	1.7
O=C(c1cc(Br)c(Br)s1)N1CCN(c2ccccn2)CC1	34	1.8	-0.1	8	-9	-2	12	1.6	1.6
CC(=O)c1ccc(OCc2cc(C(=O)N(C)Cc3nc4c(C)cccc4[nH]3)no2)cc1	14	0.4	-5.4	8	27*	1	4	1.2	1.9
CCCCN(C)CCCNC(=O)c1cc(Nc2ccc(OC)c(OC)c2)nc2ccccc12	-12	1.5	-0.5	-29	-20	-2	-4	-0.6	3.1
O=C(NC(=O)c1csnn1)Nc1ccccc1Cl	6	-0.1	-4.6	0	-1	-1	-7	3.6	-0.6
O=C(/C=C/c1cccnc1)c1ccc([N+](=O)[O-])cc1	1	-0.1	-3.2	-4	-16	-1	-7	0.8	0.5
O=C(NC(=S)NCCC1=CCCCC1)c1cncc(Br)c1	43	.	-2.1	-10	3	-3	7	-0.5	6.1
Cc1ccc(C(=O)N2CCN(CCNC(=O)C(=O)NCc3ccc(Cl)cc3)CC2)cc1	14	2.2	-1.1	5	9	-2	6	-0.6	-0.3
Cc1ccc(C)c(N(C)S(=O)(=O)c2cccc3nsnc23)c1	-2	.	-3.1	3	-29	-6	-8	0.4	0.4

Grouped by structure: those above containing two or more sulfur atoms (3)
SMILES	Yp Topo-I inh	TcdB inh	FadD28 FP inh	BoNT F protease	PrPC TRFRET	Anthrax LF prot	CCHF vOTU inh	BoNT A protease	PfHsp40 rescue
Cc1nnc2sc(SCC(=O)N3CCc4ccccc43)nn2c1=O	3	2.1	-3.0	4	11	-4	-13	-0.3	-0.2
Cc1cccc(S(=O)(=O)NC(=O)C2(C)CCN2C(=O)Cc2cccs2)c1 (configuration not stated)	-2	0.9	-19	-4	-3	-5	5	0.1	.
Cc1ccc(C)c(N(C)S(=O)(=O)c2cccc3nsnc23)c1	-2	.	-3.1	3	-29	-6	-8	0.4	0.4

Back to the main list, starting 5 compounds before the break.
SMILES	Yp Topo-I inh	TcdB inh	FadD28 FP inh	BoNT F protease	PrPC TRFRET	Anthrax LF prot	CCHF vOTU inh	BoNT A protease	PfHsp40 rescue
O=C(NC(=O)c1csnn1)Nc1ccccc1Cl	6	-0.1	-4.6	0	-1	-1	-7	3.6	-0.6
O=C(/C=C/c1cccnc1)c1ccc([N+](=O)[O-])cc1	1	-0.1	-3.2	-4	-16	-1	-7	0.8	0.5
O=C(NC(=S)NCCC1=CCCCC1)c1cncc(Br)c1	43	.	-2.1	-10	3	-3	7	-0.5	6.1
Cc1ccc(C(=O)N2CCN(CCNC(=O)C(=O)NCc3ccc(Cl)cc3)CC2)cc1	14	2.2	-1.1	5	9	-2	6	-0.6	-0.3
Cc1ccc(C)c(N(C)S(=O)(=O)c2cccc3nsnc23)c1	-2	.	-3.1	3	-29	-6	-8	0.4	0.4
COCCn1c(-c2cc(OC)c(OC)c(OC)c2)nc2oc3ccccc3c(=O)c2c1=O	-9	.	-3.4	-7	-2	2	-3	-1.1	1.3
N#C/C(C(=O)Oc1ccccc1)=C1/Nc2ccccc2-c2ccccc21	-5	.	0.1	-7	-4	0	5	1.5	-1.3
COC(=O)CC1C(=O)NCCN1C(=O)CSc1nc2ccccc2o1 (configuration not stated)	-8	0.1	-3.8	-4	-7	-1	-12	0.1	-0.7
O=C(COC(=O)c1ccccc1Cl)NC1CCCCCCC1	12	1.8	-2.4	0	2	-2	19	2.1	-0.5
COC(=O)c1c(NC(=O)COC(=O)Cn2cnc3ccccc32)sc(C)c1C	3	.	2.8	-10	3	-3	1	-0.7	-1.1
CCCC(C(=O)NC(C)(C)C)N(C(=O)c1snc(C(N)=O)c1N)c1ccc2c(c1)OCCO2 (configuration not stated)	-7	0.5	-2.7	1	-4	-7	5	-0.7	-0.3
N#CC1(Cc2ccc([N+](=O)[O-])cc2)c2ccccc2C=CN1C(=O)c1ccccc1 (configuration not stated)	-5	.	-2.0	-6	2	0	9	0.3	0.1
COc1ccc(-n2c(COc3ccccc3)nnc2SCc2ccc(C#N)cc2)cc1	6	.	-5.2	-2	5	-7	6	-0.4	0.1
Cc1cc(OCC(=O)Nc2ccccn2)c2c(C)cc(=O)oc2c1	-4	2.1	-2.2	-8	-10	-1	1	-0.7	-1.7
COc1cc(C2N(C)C(=O)c3ccccc3N2C)ccc1O (configuration not stated)	-4	0.8	-4.0	-10	8	-3	-136	-6.5	-0.9
COc1ccccc1NS(=O)(=O)c1ccc(N/N=C(\C)C(C)C)c([N+](=O)[O-])c1	13	.	-0.7	-11	-1	-2	7	-0.8	0.5
CSc1ccccc1NC(=O)CSc1nnnn1-c1ccccc1SC	13	.	-2.5	-11	7	-3	-6	-1.0	-0.3
Cc1occc1C(=O)NNC(=O)CN1C(=O)NC2(CCCCC2)C1=O	2	0.1	-0.5	-5	-2	-4	1	-4.5	-2.0
Cc1ccc(C(=O)Nc2nc(-c3ccc([N+](=O)[O-])cc3)cs2)o1	-9	-0.2	-5.1	-1	-2	1	-2	0.8	3.9
Cc1ccccc1N(CC(=O)NC(C)(C)C)C(=O)CS(=O)CC(=O)Nc1ccc2c(c1)OCO2 (configuration not stated)	-8	7.0	-1.3	5	2	6	10	0.9	-0.5
O=C(COC(=O)c1ccccc1SCC(=O)N1CCCC1)NC1CCCCC1	8	3.0	-3.4	-174	2	-30	-4	-105	0.0
COc1ccc2nc(SCC(=O)C(C)(C)C)[nH]c2c1	1	2.1	-0.1	-10	-3	-9	0	-0.3	-0.5
Cc1nc(NC(=O)CN(C)S(=O)(=O)c2ccc(Cl)cc2)sc1C	8	4.8	0.3	8	0	-2	-1	6.1	-0.2
COc1ccc(NC(=O)CNS(=O)(=O)c2cccs2)cc1	-8	.	-2.3	-3	6	-6	-7	-0.7	-0.8
CN1CCN(C2CCN(c3ccc(Nc4nnc(Cl)c(Nc5ccccc5S(C)(=O)=O)n4)c(OC(CF)CF)c3)CC2)CC1	-32	-28	-2.1	-9	4	-9	-2	-0.5	329*
CCCCn1c(C(C)NC(=O)COC)nc2ccccc21 (configuration not stated)	6	.	1.0	4	1	2	-12	1.2	0.4
O=C(NCCCNC1CCCCC1)c1ccc(/C=N/O)nc1	-14	.	0.7	10	-8	5	4	1.6	-1.1
COCC(C)NCc1ccc(C)cc1C (configuration not stated)	4	.	-3.3	0	6	0	2	3.8	0.4
CCC(=O)N1CCN(C(=O)CC)C1c1ccccc1	-10	.	-2.3	3	4	-3	12	-0.2	-1.1
COC(=O)c1sc(C(C)(C)C)cc1CS(=O)(=O)c1ccccn1	-1	-1.3	-0.1	?	-7	8	6	0.6	-0.9

Reformatted with each value named: entries from further up.
CN(C)N=Nc1ccc(S(=O)(=O)NC(Cc2ccccc2)C(=O)O)cc1 (configuration not stated)
  Yp Topo-I inh: 4 | TcdB inh: 0.2 | FadD28 FP inh: 0.6 | BoNT F protease: 9 | PrPC TRFRET: -7 | Anthrax LF prot: -11 | CCHF vOTU inh: -3 | BoNT A protease: -1.7 | PfHsp40 rescue: -2.2

COc1cc(C2N(C)C(=O)c3ccccc3N2C)ccc1O (configuration not stated)
  Yp Topo-I inh: -4 | TcdB inh: 0.8 | FadD28 FP inh: -4.0 | BoNT F protease: -10 | PrPC TRFRET: 8 | Anthrax LF prot: -3 | CCHF vOTU inh: -136 | BoNT A protease: -6.5 | PfHsp40 rescue: -0.9

Next section
SMILES	Yp Topo-I inh	TcdB inh	FadD28 FP inh	BoNT F protease	PrPC TRFRET	Anthrax LF prot	CCHF vOTU inh	BoNT A protease	PfHsp40 rescue
Cn1c(N)c(C(=O)CSc2ccccn2)c(=O)n(C)c1=O	-6	.	-0.3	-8	-2	-2	-23	-1.4	-0.1
Cc1cc(CN(C)C(=O)c2ccc(OC3CCN(Cc4ccccn4)CC3)cc2)on1	-2	2.3	-0.4	-5	-8	1	15	-2.5	-1.0
Cc1cc2c(ncn2Cc2ccccc2)c(N)c1C	7	1.9	1.5	-3	2	-6	1	-0.7	-0.5
CC(=O)N/C(=C/c1ccc(OC(F)F)cc1)C(=O)O	1	.	0.7	-39	3	-2	16	-4.2	-0.4
S=C(NCc1ccccc1)NC1CCCc2ccccc21 (configuration not stated)	1	-0.6	0.0	-6	5	8	1	-1.5	36*
COc1ccccc1C(=O)NNC(=O)C(=O)NC(C)(C)C	6	1.0	-4.3	-4	3	-5	5	-0.5	-0.3
CCOC(=O)c1cnc(-n2nc(C)cc2C)nc1-n1nc(C)cc1C	3	.	-1.6	0	1	0	5	-0.9	-0.5
FC(F)(F)c1nnc2sc(-c3ccccn3)nn12	3	.	-1.6	25	0	-5	7	0.3	0.1
CCOc1ccccc1C(=O)OCC(=O)Nc1cccc(S(=O)(=O)NC2=NCCCCC2)c1	5	0.7	-0.5	-1	0	1	-2	0.6	0.9
NC(=O)c1nsc(C(=O)N(CC(=O)NCc2ccc3c(c2)OCO3)C2CCCC2)c1N	5	.	-3.4	-18	-2	-3	1	-0.9	0.2
Cc1cc(Cl)cc(C)c1OCC(=O)O	0	.	-1.3	-18	-2	1	7	-0.8	-0.2
CN1CCN(C(=O)c2ccccc2Nc2ccc(SC(F)F)cc2)CC1	3	0.7	-5.1	-2	6	-2	2	-0.1	-1.1
Cc1c(C(=O)OCC(=O)NCC2CCCO2)oc2ccccc12 (configuration not stated)	3	0.6	-4.4	0	3	1	-3	0.3	0.0
COc1ccc(NC(=O)N(C)[C@H]2C[C@H]3c4[nH]c5ccc(-c6ccc7c(c6)OCO7)cc5c4CCN3C[C@H]2[C@H](C)O)cc1	1	2.3	-2.5	-10	-2	0	6	0.0	.
COC/C=C/C1=CC2=CC(=O)C(C)(OC(=O)c3cnc4ccccc4n3)C(=O)C2=CN1CCOC (configuration not stated)	-9	-2.4	0.1	2	-7	-3	15	-0.1	-0.3
Cc1ccc(S(=O)(=O)Nc2ccc3ncccc3c2)cc1	3	.	-2.4	0	18	0	0	1.3	-0.6
